HCT116 PTEN-null: suppresses growth of cells with PTEN deletion. HCT116 PTEN-null viability, CellTiter-Glo, 60 h; stronger effect = lower value. viability, % at 10 µM. 140,000 tested, 1.2% active. AID 827;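 active = viability at or below a set limit, 4 SD under the median of all tested compounds, cut at about 3.7% in these data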;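 also: PTEN knockout HCT116 line with beta catenin targeted HCT116 as companion control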
NPY-Y2 antag: blocks the human neuropeptide Y Y2 receptor; inhibition, % at 2.7 µM; AID 793; 140,000 tested, 0.99% active; P49146; NPY-Y2 expressing cells, antagonist mode; in the data active = inhibition above about 17%;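 also: 0% = vehicle with agonist challenge and 100% = reference antagonist with challenge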
Target sequence (P49146 whole entry, looked up): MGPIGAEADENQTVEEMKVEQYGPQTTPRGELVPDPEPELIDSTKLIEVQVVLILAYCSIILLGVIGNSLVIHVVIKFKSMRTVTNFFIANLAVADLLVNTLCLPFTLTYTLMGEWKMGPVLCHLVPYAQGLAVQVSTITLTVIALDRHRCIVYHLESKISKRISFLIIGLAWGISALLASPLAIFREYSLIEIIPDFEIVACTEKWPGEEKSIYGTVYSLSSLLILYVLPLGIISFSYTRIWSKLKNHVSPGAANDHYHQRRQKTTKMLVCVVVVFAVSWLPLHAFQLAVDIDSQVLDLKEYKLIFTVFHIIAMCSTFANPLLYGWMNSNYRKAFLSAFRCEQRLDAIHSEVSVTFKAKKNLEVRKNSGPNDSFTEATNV
Phagocytosis inh: macrophage phagocytosis inhibition; J774A.1 macrophage IgG-bead phagocytosis, imaging; AID 1029; inhibition, % at 5 µM; 110,000 tested, 0.07% active;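 active = inhibition above the mean of the plate negative controls plus 5 SD, cut at about 13% in these data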;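 also: phagocytic index as fraction of beads internalized from green versus red external bead signal; plate controls were DMSO negative control for no effect and cytochalasin-D positive control for full effect; some results beyond the cut were filed as inactive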
HCT116 bCat-KO: beta-catenin-lacking colon tumor cell growth suppression; HCT116 beta-catenin knockout viability, CellTiter-Glo, 60 h; stronger effect = lower value; viability, % at 10 µM; 140,000 tested, 1.5% active;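 active = viability at or under a set limit, the compound median less 4 SD, cut at about 6% in these data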;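 also: 0% = Hyamine 1622 control at 20 µM and 100% = untreated cell control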
E-sel TNF inh: TNF alpha driven E-selectin expression inhibition; AID 1246; 120,000 tested, 0.71% active; HUVEC TNFa-induced E-selectin immunofluorescence, high content; inhibition, % at 2 µM;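 active = inhibition above the batch mean plus 3 SD, and confirmed as a hit on visual image review, cut at about 43% in these data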;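 also: 0% = TNF-stimulated DMSO wells and 100% = unstimulated control wells; not every result past the cut was called active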
Measles CPE: protection of cells from measles virus; Measles virus-infected cells, CPE protection, absorbance; protection (pct of control), % at 4 µM; 140,000 tested, 1.5% active; AID 841; in the data active = protection mostly above about 24%, no sharp cut-off; inactive = mostly below about 26%; also: some compounds called inactive have numbers as strong as hits
Yeast growth inh: yeast BB579 growth reduction in restrictive medium; S. cerevisiae BB579 growth, OD615, 48 h; inhibition, % at 10 µM; 140,000 tested, 0.51% active;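 active = inhibition above a set limit, 3 SD over the mean compound inhibition, cut at about 44% in these data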; also: inactives centre near -24
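controls = amphotericin B 10 µg/mL, positive | assay system = DeaD yeast strain BB579 | schedule = 48 h compound exposure at 30 °C after 4 h preincubation | detection = OD615 turbidity measurement | medium = restrictive CSMM-D medium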
GALR2 antag: antagonists of human galanin receptor 2 (GALR2); GALR2-expressing cells, antagonist mode; inhibition, % at 4 µM; O43603; 140,000 tested, 0.39% active; in the data active = inhibition above about 27%;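 also: cells stimulated with galanin 1-16 at roughly its EC80; 0% = agonist challenge control and 100% = basal control without agonist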
Target sequence (O43603 whole entry, looked up): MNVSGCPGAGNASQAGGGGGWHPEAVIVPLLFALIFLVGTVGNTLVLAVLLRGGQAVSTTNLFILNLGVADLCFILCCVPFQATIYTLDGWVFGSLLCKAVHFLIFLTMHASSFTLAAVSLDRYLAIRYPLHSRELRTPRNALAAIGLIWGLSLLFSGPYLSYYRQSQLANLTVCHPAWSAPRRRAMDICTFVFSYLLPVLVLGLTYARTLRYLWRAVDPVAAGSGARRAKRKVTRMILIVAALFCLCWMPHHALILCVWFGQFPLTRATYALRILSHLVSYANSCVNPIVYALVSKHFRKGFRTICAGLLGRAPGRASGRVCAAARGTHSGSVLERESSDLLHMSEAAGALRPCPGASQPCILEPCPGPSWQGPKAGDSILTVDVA
Yeast life ext: extends the lifespan of yeast | S. cerevisiae growth with nicotinamide, OD615; deaD strain in restrictive glucose medium | inhibition of the nicotinamide effect, % at 10 µM | 130,000 tested, 0.68% active;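 active = inhibition above a set limit, placed 3 SD over the median of all compounds, cut at about 26% in these data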;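 also: 0% = nicotinamide-treated wells and 100% = cells grown without nicotinamide; some compounds called inactive have numbers as strong as hits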
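Assay system: DeaD-strain S. cerevisiae. Medium: CSMM-D glucose medium, restrictive. Reagent: nicotinamide, 1.5 mM, co-present with compound. Compound: 10 µM single point, 0.25% DMSO. Schedule: culture preincubation 4 h, compound exposure 48 h, both 30 °C. Detection: absorbance at 615 nm.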
MRP1 act: activators of MRP-1; H69AR cells + doxorubicin, viability rescue, CellTiter-Glo; viability increase, % at 10 µM; 140,000 tested, 0.61% active;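 active = viability gain under doxorubicin at or above a set limit, the compound median plus 3 SD, cut at about 4.7% in these data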;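 also: MRP-1 overexpressing cells given doxorubicin 25 µM after compound pretreatment; 18-22 h compound pretreatment then 72 h with doxorubicin before readout; 0% = doxorubicin-only wells and 100% = vehicle-treated cells without doxorubicin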
Numbers without * were called inactive; . = not tested or not shown.

SMILES	HCT116 PTEN-null	NPY-Y2 antag	Phagocytosis inh	HCT116 bCat-KO	E-sel TNF inh	Measles CPE	Yeast growth inh	GALR2 antag	Yeast life ext	MRP1 act
N#CC(C#N)=c1ccc2c(c1)NC1(CCCCC1)N=2	1.3*	-9.6	0.9	1.4*	16.6	18.6	22.1	12.5	3.8	-3.7
CCOC(=O)CNC(=O)c1nn(-c2cccc(OC)c2)c(=O)c2ccccc12	92.4	0.6	-2.5	96.5	-28.2	12.4	7.7	0.4	-4.2	-2.4
Cc1ccc2nc(-c3ccc(NC(=O)COC(=O)c4ccc(Br)o4)cc3)sc2c1	14.8	1.5	-7.5	26.9	32.4	7.1	-45.4	5.4	-4.8	-5.1
COc1cccc(NC(=O)C2C3CC4OC(=O)C2C4C3)c1 (stereo not given)	93.0	0.7	-0.5	92.2	-15.3	2.8	-34.8	2.8	-11.3	-0.9
CC(C)CCOCC(=O)Nc1cccc(C(=O)O)c1	98.9	2.1	1.8	96.9	-2.4	5.7	-21.1	10.0	-4.7	-1.9
OCCCNc1nc(-c2ccc(Cl)cc2)nnc1-c1ccc(Br)cc1	51.1	2.3	-2.8	64.2	.	13.2	-35.5	-9.5	-1.8	-3.5
COc1ccc(C2C=C(c3ccccc3)Nc3nc(CCCO)nn32)cc1 (stereo not given)	94.7	-0.2	-1.4	95.4	20.9	15.8	-19.6	20.1	-11.6	-1.2
Cc1cc(C(=O)COC(=O)c2n[nH]c3ccccc23)c(C)n1C	75.6	1.1	-0.8	76.1	-29.6	13.1	-28.9	12.1	-8.8	-2.6
Cc1ccc(CS(=O)(=O)Cc2ccc(C(=O)NCc3ccco3)o2)cc1	100.0	5.1	.	90.7	8.4	24.5	-13.8	13.1	-2.7	-2.3
COc1cccc(-c2nnc(SCC(=O)N(C(C)C)C(C)C)o2)c1	106.9	3.1	-3.0	94.0	.	13.6	-10.1	5.6	-0.8	-4.1
CCn1nnc2sc3c(c2c1=O)CCC(C)C3 (stereo not given)	91.1	1.2	.	94.7	6.8	22.1	-12.9	4.2	25.1	1.0
CCOC(=O)N/N=C/c1ccc(OCCSc2ccc(Cl)cc2)c(OCC)c1	67.5	0.0	.	66.5	.	11.8	2.1	15.4	3.5	-0.5
O=C(NCC(O)CO)c1ccc2[nH]c3ccccc3c2c1 (stereo not given)	95.6	-0.8	.	82.7	-10.1	2.7	-36.1	-3.8	.	-2.1
COC(=O)c1cc(NC(=O)CC2SCCNC2=O)cc(C(=O)OC)c1 (stereo not given)	107.4	0.8	-0.1	104.0	-0.2	48.0*	0.3	5.8	-11.3	-1.0
Cn1c2ccccc2c(=O)c2c(=O)n(C3CCCCCC3)c(C3CCCCC3)nc21	2.5*	3.0	-7.0	5.2*	9.5	7.5	-9.1	-0.9	26.0*	-5.7
COc1ccc(NS(=O)(=O)/C=C/c2ccccc2)cc1	98.0	-0.6	-3.8	102.2	6.5	2.5	-33.0	6.6	4.7	-1.5
Cc1oc2c(c1C(=O)Nc1cccc(C(=O)O)c1)CCCC2	111.8	-1.8	-0.7	106.1	-5.3	7.3	-76.1	-7.5	-6.1	0.3
O=c1c2c3c(sc2nc2sc(C4CC4)nn12)CCCC3	77.1	2.5	-1.1	93.5	17.9	3.9	-8.3	-0.5	-10.1	-4.0
CC(C)Oc1ccc(CNC(=O)Cn2c(=O)oc3ccccc32)cc1	101.7	3.3	0.1	90.7	.	25.5	-32.3	12.6	-5.3	-0.7
O=C(COc1ccc(-n2cnnn2)cc1)N1CCN(c2ccc(F)cc2)CC1	80.5	0.7	-0.9	84.0	-5.3	12.0	-26.8	1.1	-5.9	-1.5
CC(=O)c1ccc(NC(=O)C(C)OC(=O)c2ccc3c(c2)nc(C)n3-c2ccccc2)cc1 (stereo not given)	90.3	4.1	-9.6	91.8	.	14.7	-29.0	-6.3	-0.5	-1.9
Cc1cc2[nH]c(=S)[nH]c2cc1C	94.9	0.9	-11.9	98.5	0.3	16.9	-30.1	0.9	7.5	-3.7
CCCC(=O)Nc1nc(C(=O)OCC)cs1	93.3	-0.4	.	96.7	-3.1	9.4	-22.1	6.5	-20.2	-0.3
COCCCNC(=O)C1CC(=O)N(C2CCCC2)C1 (stereo not given)	103.7	4.4	.	96.4	-7.1	6.6	-21.5	3.2	-1.8	-0.5
Cc1nc2cc(-c3ccc(Cl)cc3)nn2c(C)c1CCC(=O)NC(C)c1ccc2c(c1)OCCO2 (stereo not given)	52.9	0.2	.	53.5	-23.5	9.6	-35.5	5.3	5.7	5.5*
(list continues)
SMILES	HCT116 PTEN-null	NPY-Y2 antag	Phagocytosis inh	HCT116 bCat-KO	E-sel TNF inh	Measles CPE	Yeast growth inh	GALR2 antag	Yeast life ext	MRP1 act
COc1ccc(NC(=O)COC(C)=O)cc1Cl	97.5	-0.2	-0.1	91.6	-1.6	16.0	-51.3	0.3	-3.4	-1.9
Cc1ccc(C(=O)/C=C/c2ccc(F)cc2)o1	9.2	1.8	.	8.6	-17.8	3.3	-28.7	7.5	-6.3	-4.8
COc1cc(C2NC(=S)NC(O)(C(F)(F)F)C2C(=O)c2cccs2)cc(OC)c1O (stereo not given)	90.5	9.0	-2.1	98.4	-5.9	31.6*	-11.9	10.1	1.3	-2.6
CCc1ccc(Nc2cc(C)nc3nc(C)nn23)cc1	96.7	3.2	.	93.8	-20.3	5.5	-37.3	-5.5	0.7	-3.5
O=C(Oc1cccc(N2C(=O)CCC2=O)c1)C1CC(=O)N(c2ccc(Br)cc2)C1 (stereo not given)	112.1	1.4	0.2	90.4	40.9	17.4	-80.1	2.0	-13.8	-0.5
CCOC(=O)C1=C(C)C(c2ccccc2O)NC(=O)N1 (stereo not given)	101.9	0.7	-0.6	92.8	20.1	7.5	-53.3	-15.3	-5.2	-2.0
CCCOc1ccc(Cn2c(O)cc(=O)[nH]c2=O)cc1	96.0	2.8	1.6	92.8	-21.0	14.5	-7.1	7.4	-0.5	-1.1
O=C1CC(c2ccccc2)Cc2nc3nc(C(F)(F)F)nn3cc21 (stereo not given)	95.8	7.2	-0.6	95.0	-18.9	5.7	-37.9	-7.0	-5.2	-1.9
CCCCC(=O)NCc1ccc(F)cc1	102.9	2.4	-1.1	93.4	.	8.1	-17.9	2.9	-1.6	-1.0
O=C(CNC(=O)c1ccco1)OC(C(=O)c1ccccc1)c1ccccc1 (stereo not given)	97.6	-0.8	.	87.9	-19.2	6.1	-35.9	-5.9	-8.0	-4.1
Cn1c(=O)oc2cc(S(=O)(=O)N3CCN(c4cccc(Cl)c4)CC3)ccc21	75.6	0.9	-0.5	81.5	-29.2	3.2	-39.6	13.5	6.5	-4.2
COc1ccc(-c2cc(=Nc3ccc(C)cc3)c3ccccc3o2)cc1	67.8	7.1	.	69.9	.	3.9	-20.0	10.3	-32.5	-2.5
Cc1ccc(S(=O)(=O)N(NC2=NS(=O)(=O)c3ccccc32)C(=O)c2ccccc2)cc1	98.2	7.3	-1.8	105.5	.	7.5	-42.5	-2.8	2.8	-1.9
O=S1(=O)N=C(N2CCc3ccccc3C2)c2ccccc21	99.1	-0.4	0.5	95.0	.	15.9	-14.7	1.4	-1.1	-0.2
Nc1c(C(=O)N/N=C/c2cccnc2)cnn1-c1ccccc1	79.8	1.4	-1.8	86.4	17.0	4.6	-42.8	-5.8	-5.4	-2.0
CCCCCCCCC(=O)NCCOc1ccc(OC)cc1	96.4	9.6	-0.5	93.8	6.5	5.2	-35.8	-3.1	3.7	-2.6
O=C(CCl)Oc1ccc2occ(C(=O)c3cccs3)c2c1	99.9	4.5	0.8	96.5	10.8	0.9	6.1	1.9	-15.4	-2.2
CCC(=O)c1ccc(OCC(O)CN2CCCCC2)cc1 (stereo not given)	88.1	0.8	.	95.8	-1.8	20.7	-18.5	7.2	-7.9	-1.9
CCOc1cc(CNCc2ccccn2)ccc1OCC(=O)NC1CCCCC1	99.6	3.0	0.0	83.3	-2.7	2.5	-21.3	-0.1	2.9	-3.8
COc1cccc(NC(=O)C2CC(=O)N=C(N)S2)c1 (stereo not given)	104.5	4.6	-0.7	97.3	10.4	14.7	-4.0	-3.9	-3.8	0.2
O=C(CCS(=O)(=O)Cc1ccccc1)NCc1ccco1	96.8	0.4	-1.0	82.9	-29.1	16.4	-6.9	11.5	5.1	1.1
C=CCOC(=O)C1=C(C)NC(SCC(=O)NC(=O)OCC)=C(C#N)C1c1cccnc1 (stereo not given)	96.8	-1.6	-0.3	97.2	25.3	17.4	-48.4	1.0	-6.4	-1.4
COc1ccc(NC(=O)N(Cc2ccc3c(c2)OCO3)C2CC(=O)N(c3ccc(OC)cc3)C2=O)cc1 (stereo not given)	83.2	-0.2	-1.6	87.2	-0.1	11.3	5.7	-7.0	-5.9	-0.1
O=C(O)CSc1c(-c2ccccc2)[nH]c2ccccc12	103.0	-0.3	-3.5	94.0	.	9.6	-0.4	-4.5	4.5	-1.9
O=C(COc1ccc(C(F)(F)F)cc1[N+](=O)[O-])Nc1cccc(C(F)(F)F)c1	91.8	-0.2	.	94.2	-5.0	50.1*	-33.7	-14.9	4.4	-1.8
Further records follow.
SMILES	HCT116 PTEN-null	NPY-Y2 antag	Phagocytosis inh	HCT116 bCat-KO	E-sel TNF inh	Measles CPE	Yeast growth inh	GALR2 antag	Yeast life ext	MRP1 act
Cc1cc(C(=O)CN2C(=O)c3ccccc3S2(=O)=O)c(C)n1-c1ccccc1	84.4	-1.1	2.7	88.1	.	6.4	-72.8	-20.1	5.9	-1.3
CCOC(=O)c1ccc(NS(=O)(=O)CC)cc1	101.9	5.5	-0.6	101.7	-3.5	18.1	-17.6	-3.5	-8.4	0.1
O=C(CS(=O)c1cccc(Cl)c1)Nc1ccccc1Cl (stereo not given)	99.5	1.9	.	99.7	-18.8	4.2	-26.4	6.1	-5.9	1.0
CC1CCN(c2ccc([N+](=O)[O-])cc2C(=O)O)CC1	95.8	-1.0	.	92.5	.	4.6	-49.5	-1.9	13.3	0.7
O=C(CCn1nnc(-c2cccs2)n1)NC1CCCCC1	92.0	0.2	-1.3	91.7	.	12.1	-11.1	21.4	-8.4	-2.2
O=c1[nH]cnc2c1cnn2Cc1ccccc1	92.6	0.6	-1.5	95.2	.	12.3	5.8	10.6	-3.2	-0.1
CCC(CC)NC(=O)c1cc2c(C)nn(Cc3ccccc3Cl)c2s1	80.9	2.1	-3.7	87.3	-4.1	14.3	-27.0	18.7	-6.3	-2.7
CCCSc1ccc2nc(-c3ccccc3)cn2c1	55.8	4.6	.	48.8	.	4.7	-38.6	10.4	-3.5	-0.8
Cn1c(=O)c(/C=C/c2ccccc2)nc2ccccc21	67.2	3.9	-10.2	71.3	.	1.8	-21.9	13.4	-4.9	-4.1

Two compounds from above, reduced to Measles CPE:
smiles | Measles CPE
O=c1[nH]cnc2c1cnn2Cc1ccccc1 | 12.3
CCC(CC)NC(=O)c1cc2c(C)nn(Cc3ccccc3Cl)c2s1 | 14.3

Source: PubChem BioAssay (several laboratories)
